Screens as filed in PubChem BioAssay.
GalR3 antag: GalR3 antagonists in HEK293 cells, primary screen, cell-based, fluorescence readout; HEK293 GalR3-CNG cAMP membrane potential fluorescence; galR3 body fused to GalR1 C-terminus; inhibition, % at 3 µM; 360,000 compounds, 0.44% hits; AID 651719, 2012;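 active = inhibition above the screen-wide average plus 3 SD, cut at about 13% in these data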;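 note: forskolin and galanin both at EC90 stimulate the cells; cAMP rise reported by CNG channel membrane potential dye signal; 0% = forskolin plus galanin with DMSO and 100% = forskolin alone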
Target sequence (O60755 1-299 limits assumed): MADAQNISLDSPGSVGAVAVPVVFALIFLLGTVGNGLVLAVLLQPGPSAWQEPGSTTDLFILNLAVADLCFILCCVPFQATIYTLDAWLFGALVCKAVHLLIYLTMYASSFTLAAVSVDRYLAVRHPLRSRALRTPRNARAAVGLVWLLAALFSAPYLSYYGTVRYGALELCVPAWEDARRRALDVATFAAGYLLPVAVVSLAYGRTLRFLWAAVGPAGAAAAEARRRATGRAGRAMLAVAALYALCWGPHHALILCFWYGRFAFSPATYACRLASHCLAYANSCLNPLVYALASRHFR
FID counter: compounds displacing fluorescent DNA intercalator, primary screen, artefact control for HCV NS3 helicase inhibitor project, biochemical, FID fluorescence. 290,000 compounds, 0.17% hits. DNA fluorescent intercalator displacement. inhibition, % at 7.9 µM; in the data active = inhibition above about 37%;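 note: 0% = vehicle and 100% = reference compound; higher means more ethidium bromide displaced from hairpin DNA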
MEKK2mut PB1 HTS: MEK5 binding signal on mutant MEKK2 PB1, primary screen, biochemical, multiplex bead flow cytometry, Alexa488-MEK5; Alexa488-MEK5 binding to MEKK2 mutant; percent response, % at 10 µM; 290,000 compounds, 0.35% hits; in the data active = percent response above about 24%, passing the limit was not always enough; note: inactives centre near 1; some results filed as inactive read as strong as hits; reference of the scale not given here
SUMO HTRF inh: inhibitors of in vitro SUMOylation cascade, primary screen, biochemical, HTRF, uHTS; HTRF SUMOylation assay, SAE1/SAE2 + UBC9; inhibition, % at 35 µM; 290,000 compounds, 0.36% hits; AID 2006, 2009; in the data active = inhibition above about 50%, passing the limit was not always enough; note: strong numbers were not always called active
Target sequence (P63279 whole entry, looked up): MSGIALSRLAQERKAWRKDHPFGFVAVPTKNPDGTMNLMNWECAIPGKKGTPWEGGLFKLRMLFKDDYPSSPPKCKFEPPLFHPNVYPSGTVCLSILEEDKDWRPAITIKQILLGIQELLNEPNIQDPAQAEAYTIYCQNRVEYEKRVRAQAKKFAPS
NS3 helicase inh: inhibitors of HCV NS3 helicase, primary screen, biochemical, Cy5 molecular beacon fluorescence | Hepatitis C virus NS3 helicase | NS3 helicase DNA unwinding | inhibition, % at 10.9 µM | 290,000 compounds, 0.56% hits | AID 1800, 2009;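 active = inhibition above the mean of all tested compounds plus 3 SD, set per campaign, cut at about 35% in these data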;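 note: 0% = DMSO wells and 100% = thioflavine S control wells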
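Assay system – hepatitis C virus NS3 helicase domain fragment enzyme · Buffer or medium – MOPS pH 6.5, MgCl2, DTT, Tween20, BSA · Reagent – Cy5/quencher beacon DNA duplex and ATP to start · Compound – single 10.9 µM dose · Timing – 1 h at 25 °C · Technique – Cy5 beacon fluorescence read at start and 1 h · Measure – % inhibition of unwinding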
MEKK3 PB1 HTS: modulators of MEKK3-MEK5 PB1 binding, primary screen, biochemical, wildtype MEKK3, multiplex bead flow cytometry, Alexa488-MEK5. bead-based flow cytometry, Alexa488-MEK5 binding to MEKK3; actives lie on both sides; 0 = blocked by unlabeled MEK5, 100 = vehicle. binding response (% of control), % at 10 µM. 290,000 compounds, 1.4% hits;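 active = binding response more than 3 SD above or below the average of its plate-row segment, actives on both sides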;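 note: Alexa488 bead fluorescence after subtracting the streptavidin-only scavenger bead signal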
Target sequence (Q99759 whole entry, looked up): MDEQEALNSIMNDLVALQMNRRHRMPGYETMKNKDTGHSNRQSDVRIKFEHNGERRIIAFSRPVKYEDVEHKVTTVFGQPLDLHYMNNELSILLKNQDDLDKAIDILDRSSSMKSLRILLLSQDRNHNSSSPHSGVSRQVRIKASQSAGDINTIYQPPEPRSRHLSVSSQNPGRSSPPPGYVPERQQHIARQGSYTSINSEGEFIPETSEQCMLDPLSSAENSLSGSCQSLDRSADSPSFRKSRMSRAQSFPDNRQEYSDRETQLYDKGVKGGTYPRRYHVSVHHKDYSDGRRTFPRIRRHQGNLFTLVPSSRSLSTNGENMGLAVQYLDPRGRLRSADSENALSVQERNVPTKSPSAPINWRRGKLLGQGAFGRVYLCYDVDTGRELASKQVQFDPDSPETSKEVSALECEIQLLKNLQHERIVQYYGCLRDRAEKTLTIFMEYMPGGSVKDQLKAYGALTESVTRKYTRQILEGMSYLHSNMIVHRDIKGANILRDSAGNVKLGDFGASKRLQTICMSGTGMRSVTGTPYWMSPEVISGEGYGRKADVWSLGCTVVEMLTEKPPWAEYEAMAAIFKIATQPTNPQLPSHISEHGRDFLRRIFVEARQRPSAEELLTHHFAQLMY
CRFR2-BP antag: antagonists of CRF-BP/CRF-R2 complex, primary screen, cell-based, HEK293, calcium dye fluorescence, uHTS | 350,000 compounds, 0.59% hits | inhibition, % at 11.8 µM | CRF-induced calcium fluorescence;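 active = inhibition of the ligand-induced calcium signal above about 50% at the single tested concentration, limit read from the data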
MEKK2wt PB1 HTS: modulators of MEK5 binding to wildtype MEKK2, primary screen, biochemical, multiplex bead flow cytometry, Alexa488-MEK5. Alexa488-MEK5 binding to MEKK2 WT; actives lie on both sides. binding response (% of control), % at 10 µM. 290,000 compounds, 1.1% hits. AID 1531, 2009; in the data active = binding response below about 67% or above about 130%
CRFR2-BP ag: agonists of CRF-BP/CRF-R2 complex, primary screen, cell-based, HEK293, calcium dye fluorescence, uHTS; 350,000 compounds, 0.46% hits; calcium dye fluorescence (FLIPR); percent of saturating CRF peptide response; activation, % at 13.2 µM; CRF-binding protein / CRF receptor 2 complex (human);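 active = activation of at least 50%, plus an integration ratio under a set limit after plate pattern correction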;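 note: plate controls were neutral control wells without compound for no effect and CRF at EC100 for full effect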
Active calls of the source: *; nt = not tested or not shown.

The line under a structure holds: GalR3 antag	FID counter	MEKK2mut PB1 HTS	SUMO HTRF inh	NS3 helicase inh	MEKK3 PB1 HTS	CRFR2-BP antag	MEKK2wt PB1 HTS	CRFR2-BP ag
Cc1ccc(N(C)S(=O)(=O)c2ccc(-c3cnc(C4CC4)o3)cc2)cc1
 : 3	-24	-6	-9	-18	98	-14	98	1.0
O=C(CN1C(=O)c2ccccc2S1(=O)=O)N1CCN(c2ccc(F)cc2)CC1
 : 7	-20	0	16	9	100	10	100	-2.4
COC(=O)Cc1c(O)ccn(CCc2ccccc2)c1=O
 : -4	0	0	22	13	103	7	95	0.1
NC(=O)C1CCN(C(=O)c2ccc3c(=O)n(Cc4ccco4)c(SCC(=O)c4ccccc4)nc3c2)CC1
 : -1	-16	-6	13	-7	92	3	92	-2.0
O=C(Cc1cc(=O)[nH]c(=O)[nH]1)NCc1ccc(Cl)cc1
 : 3	0	-5	4	9	102	8	95	-0.1
CCOC(=O)c1nnc(-c2ccccc2)[nH]c1=O
 : -5	0	-5	10	-8	99	-1	96	1.6
Cc1ccc(S(=O)(=O)NC(=O)N2CCN(Cc3c(F)cccc3Cl)CC2)cc1
 : 5	-7	-5	4	16	97	-8	98	-2.7
CCOc1cc(N2CCOCC2)c(OCC)cc1NC(=O)COc1ncnc2ccccc12
 : -4	-20	1	24	4	100	22	97	-1.3
Cc1ccc(-c2cc(C(=O)NCCN3CCOCC3)c3ccccc3n2)o1
 : -4	-1	8	27	7	102	-3	104	0.6
Clc1ncnc2c1oc1ccccc12
 : -8	-8	0	12	-3	100	16	99	-0.5
CSCC[C@H](NC(=O)Nc1ccc(S(N)(=O)=O)cc1)C(=O)O
 : 0	7	5	-6	-11	102	15	107	0.3
C/C(=N\NC(=O)c1cc(-c2ccc(Cl)s2)[nH]n1)c1ccncc1
 : -5	-15	-4	-6	-11	102	-9	99	-1.3
COc1ccc(-c2c(C)oc3c(CN4CCN(C)CC4)c(O)ccc3c2=O)cc1
 : 6	9	3	41	11	105	-1	110	0.3
O=C1/C(=C/c2ccccc2)SC(=S)N1C1CCS(=O)(=O)C1 (stereo unspecified)
 : -3	0	18	8	0	107	5	105	-2.2
CCCCCCCCN1[C@@H](CC(=O)O)c2cc(C(F)(F)F)ccc2S1(=O)=O
 : 2	nt	3	nt	nt	97	-7	99	-0.8
CC1(C)OC(=O)C(C(c2ccccc2)C(C#N)C(N)=O)=C(O)O1 (stereo unspecified)
 : -5	2	-4	2	-6	101	2	98	-1.4
CCCn1c(=O)c(C(=O)c2ccccc2)nc2ccccc21
 : -2	-6	-2	23	15	101	-13	100	0.8
S=c1[nH]nc(-c2ccc3ccccc3n2)o1
 : 0	-2	7	11	2	96	14	104	1.3
Cc1nn(Cc2ccc(F)cc2)c(C)c1NC(=O)c1nn(C)cc1Cl
 : -1	-11	-1	4	13	97	21	104	-2.7
Cn1c(N)c(N=Nc2ccc(S(N)(=O)=O)cc2)c(=O)n(C)c1=O
 : -8	3	-8	14	-3	88	7	90	-1.1

The line under a structure holds: GalR3 antag	FID counter	MEKK2mut PB1 HTS	SUMO HTRF inh	NS3 helicase inh	MEKK3 PB1 HTS	CRFR2-BP antag	MEKK2wt PB1 HTS	CRFR2-BP ag
CCC(=O)Nc1cc2c3c(c1)CCN3C(=O)CC2
 : -6	-3	0	15	7	99	-9	95	0.5
COc1ccc(C(=O)N2c3ccccc3C(=O)OC2c2ccc3c(c2)OCO3)cc1 (stereo unspecified)
 : -1	-1	2	19	2	98	13	99	0.4
COc1ccc(NC(=O)c2ccc(-c3ccc([N+](=O)[O-])cc3)o2)cc1
 : 3	1	-4	-17	2	104	15	97	-1.4
COc1ccccc1N1CCN(C2=Nc3cccc4cccc2c34)CC1
 : -5	13	2	-8	-20	101	-32	108	4.8
CC(C)C1NC(=S)N(Cc2ccccc2)C1=O (stereo unspecified)
 : 0	1	-4	24	5	100	15	91	-2.3
COc1ccc(C)cc1NC(=O)c1ccc(S(=O)(=O)N2CCCCC2)cc1
 : -6	-36	-1	-16	22	100	10	91	-0.4
CCOC(=O)N1CCN(C(=O)C2CCCN(S(=O)(=O)c3ccccc3)C2)CC1 (stereo unspecified)
 : -5	-17	4	10	-5	100	5	101	-2.5
Cc1noc(C)c1S(=O)(=O)N1CCC(C(N)=O)CC1
 : 0	0	6	-3	0	103	-8	110	2.1
COc1cccc(C(c2nnnn2Cc2ccco2)N2CCN(c3cccc(C)c3C)CC2)c1OC (stereo unspecified)
 : -5	-30	5	-7	-14	108	13	107	3.4
CCC12CN3CC(CC)(CN(C1)C31C(=O)N(C)c3ccc(C)cc31)C2=O (stereo unspecified)
 : -3	nt	1	10	nt	96	14	102	-2.0
COc1ccccc1OCC(=O)O/N=C(\N)c1ccccn1
 : 5	-7	-12	16	-6	94	2	95	-5.6
COc1cc(NC(=O)C2CCCN2S(=O)(=O)c2cccc3cccnc23)cc(OC)c1OC (stereo unspecified)
 : 1	-1	nt	-6	7	nt	-8	nt	-0.8
CCCCC(=O)NC1(C(F)(F)F)NC(=O)N(C)C1=O (stereo unspecified)
 : -6	-1	12	-3	3	106	-5	105	2.6
COc1ccccc1CNC(=O)c1ccc(-c2ccccc2Cl)o1
 : 1	-19	-7	-16	-4	73	9	79	3.0
O=C(C1CCC(C(=O)N2CCc3ccccc32)CC1)N1CCc2ccccc21 (stereo unspecified)
 : 0	-1	14	-7	0	104	2	112	-1.3
COc1ccccc1Oc1nc(C)c(C(C)=O)cc1C#N
 : -6	-15	-10	25	26	105	7	99	-1.2
CCN1CCN(C(=O)CS(=O)(=O)Cc2nc(-c3ccccc3C)oc2C)CC1
 : -8	8	2	20	-2	103	3	106	-0.7
O=C(CN1C(=O)/C(=C/c2ccc(Cl)cc2)SC1=S)NC1C=CS(=O)(=O)C1 (stereo unspecified)
 : -5	-10	0	20	14	103	-13	100	-1.8
CCN(C(=O)CN1CCN(S(=O)(=O)c2ccccc2C(F)(F)F)CC1)c1c(N)n(Cc2ccccc2)c(=O)[nH]c1=O
 : -1	-37	1	-2	-3	105	-2	105	-2.0
COc1cccc(N2CC(O)=C(c3nc4ccccc4s3)C2=N)c1
 : 1	-5	-12	11	-6	93	10	86	-1.5

The line under a structure holds: GalR3 antag	FID counter	MEKK2mut PB1 HTS	SUMO HTRF inh	NS3 helicase inh	MEKK3 PB1 HTS	CRFR2-BP antag	MEKK2wt PB1 HTS	CRFR2-BP ag
CCOC(=O)c1c(NC2=NS(=O)(=O)c3ccccc32)sc2c1CCCCC2
 : -4	6	-2	6	9	97	-20	88	0.5
Cc1c(Br)c([N+](=O)[O-])nn1CC(=O)N1CCN(Cc2ccccc2)CC1
 : 6	10	-2	2	-2	92	-1	89	-0.8
O=C(COC(=O)c1cccnc1Cl)Nc1cccc(S(=O)(=O)N2CCCCC2)c1
 : -5	-15	-8	-18	-9	94	-22	93	-1.1
CC1Cc2ccccc2N1CC(=O)NC(=O)NCc1ccccc1 (stereo unspecified)
 : -5	-17	3	7	-9	127	10	110	-2.4
COc1cc(/C=C/C(=O)OCC(=O)NC(=O)NC(C)(C)C)ccc1O
 : -6	-21	8	-17	-10	97	19	104	-8.8
COc1ccc(C(CNC(=O)c2oc3ccc(C)cc3c2C)N2CCCCC2)cc1 (stereo unspecified)
 : 1	31	9	16	-28	105	-26	125	2.7
CC1(C)NC(=O)N(CCOCCOc2ccccc2)C1=O
 : 5	2	nt	9	1	nt	6	nt	-0.2
CCOc1cc(C)c(S(=O)(=O)NCc2ccccn2)cc1C
 : -3	-18	-3	-1	-10	97	-1	102	-0.3
COc1ccc(N2C(=O)C3CCCN3C2c2cccs2)cc1 (stereo unspecified)
 : 3	-6	3	9	22	105	-9	108	0.0
CN(Cc1ccccc1)C(=O)CSc1nnc(-c2ccco2)n1-c1ccccc1
 : -9	-31	5	2	0	100	18	103	0.4
O=C(COc1ccccc1)N1CCN(C(=O)Cc2ccccc2)CC1
 : 0	-6	-4	12	3	101	-16	96	2.1
COc1ccc(OC)c(N(CC(=O)N2CCc3ccccc3C2)S(C)(=O)=O)c1
 : -6	-18	-10	8	-2	90	-23	93	1.4
Cn1c(SCC(=O)NC2(C#N)CCCCC2)nnc1-c1cccnc1
 : 2	-9	-1	7	9	94	-2	98	-1.1
CC(C)Sc1sc(C(=O)O)c(-c2ccc(Cl)cc2)c1C#N
 : 3	-25	-5	9	10	93	27	90	0.4
COC(=O)c1ccc(C(=O)NC(=S)Nc2nc3c(s2)CC(C)CC3)cc1 (stereo unspecified)
 : -3	0	-8	11	3	101	3	89	2.6
COc1ccc(N/N=C(/C)c2cnnc(-c3ccccc3)n2)cc1
 : -8	-4	4	36	1	101	-2	99	0.1
O=[N+]([O-])c1ccc(COc2ccc(CNc3ccccc3)cc2)cc1
 : 12	-1	-2	-6	4	96	37	96	0.4
CCC(C)NC(=O)C1CCN(S(=O)(=O)c2cccs2)CC1 (stereo unspecified)
 : -4	-3	0	20	6	100	-1	101	0.5
COC(=O)c1c(NC(=O)CN2CCC(C)CC2)c2c(C)cccc2n1C
 : 2	4	4	24	-11	108	nt	107	nt
Cc1ccc(-c2csc(NC(=O)C3=NN(c4ccccc4)C(=O)CC3)n2)cc1
 : -7	-5	0	-8	4	99	-7	95	1.2

Taken from the listing, two compounds:
The line under a structure holds: GalR3 antag	FID counter	MEKK2mut PB1 HTS	SUMO HTRF inh	NS3 helicase inh	MEKK3 PB1 HTS	CRFR2-BP antag	MEKK2wt PB1 HTS	CRFR2-BP ag
CCOC(=O)c1c(NC2=NS(=O)(=O)c3ccccc32)sc2c1CCCCC2
 : -4	6	-2	6	9	97	-20	88	0.5
Cc1c(Br)c([N+](=O)[O-])nn1CC(=O)N1CCN(Cc2ccccc2)CC1
 : 6	10	-2	2	-2	92	-1	89	-0.8

Further entries:
The line under a structure holds: GalR3 antag	FID counter	MEKK2mut PB1 HTS	SUMO HTRF inh	NS3 helicase inh	MEKK3 PB1 HTS	CRFR2-BP antag	MEKK2wt PB1 HTS	CRFR2-BP ag
CCc1nnc(NC(=O)CSc2nnc(CNC(=O)c3ccccc3F)n2C)s1
 : -10	-13	0	-1	-1	100	8	100	0.3
O=C1c2ccccc2NC(c2cccc(O)c2)N1c1ccccc1 (stereo unspecified)
 : -16	0	-5	5	8	94	1	95	0.1
CCCCC(=O)NC(=S)Nc1cccc(Cl)c1N1CCCCC1
 : -3	-7	2	3	9	106	-63	108	-0.5
Cc1cccc(C=Nc2ccc3c4c(cccc24)CC3)c1O
 : -3	-6	5	10	32	97	6	87	4.3
COC(=O)c1ccc(CNC(=O)CSC2=NCCS2)cc1
 : 1	15	0	6	3	105	12	114	-0.7
CC(C)(C)C(=O)Nc1cccc(C(=O)Nc2cc(C(=O)O)cc(C(=O)O)c2)c1
 : 0	4	-2	5	-3	96	-5	101	-0.9
NC(=O)CC(NC(=O)c1ccccc1)c1ccc(N2CCN(c3ccc(F)cc3)CC2)c([N+](=O)[O-])c1 (stereo unspecified)
 : -8	-20	-4	-4	1	101	-5	90	-3.4
CCOc1ccccc1C(=O)Nc1ccc2nc(N3CCN(c4ncccn4)CC3)cc(C)c2c1
 : nt	1	nt	nt	-8	nt	-25	nt	6.5

This is a subset; rates above refer to the full screens.
